Assay outcomes (PubChem BioAssay)
NPR1 activator = GC-A (human) enzyme activation | P16066 | HEK293 GC-A cells, cGMP TR-FRET, EC30 ANP; 0% at EC30 ANP, 100% saturating ANP | activation, % at 10 µM | actives 0.14% (n = 370,000); in the data active = activation above about 40%
SMARCA2 act = SMARCA2 function activation, primary screen. MG213 cells, MMTV-luciferase reporter, dexamethasone, overnight. activation, % at 9.1 µM. actives 1% (n = 370,000); in the data active = activation above about 7.8%;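 also: 0% = vehicle wells and 100% = reference activator wells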
DAX1 inh-1 = blocks DAX1 repression of SF-1 activated StAR promoter | HEK293T StAR-luciferase reporter, SF-1/DAX-1 repression relief | inhibition, % at 6.8 µM | actives 1.1% (n = 370,000) | AID 652010;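 active = inhibition above the mean over all tested compounds plus 3 SD, cut at about 3.6% in these data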;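 also: 0% = DAX-1 cells with DMSO and 100% = cells lacking DAX-1 with DMSO; higher inhibition means more luminescence from relief of DAX-1 repression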
sPLA2-III inh = Blocks human group III sPLA2 activity; actives 0.56% (n = 370,000); QFRET BODIPY PC-A2 liposome hydrolysis, fluorescence; inhibition, % at 12.2 µM; Q9NZ20;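 active = inhibition above mean plus 3 SD of compounds lying within the high and low control bounds, cut at about 19% in these data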;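 also: 0% = median of test compound wells and 100% = no enzyme DMSO wells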
ADAM10 inh = inhibitors of human ADAM10; actives 0.62% (n = 370,000); inhibition, % at 7 µM; recombinant ADAM10, EDANS/DABCYL FRET peptide cleavage, 3 h; O14672;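 active = inhibition above a per-campaign cutoff equal to the mean of compounds falling between control-based bounds plus 3 SD, cut at about 20% in these data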;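 also: 0% = DMSO wells while the 100% control is not disclosed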
hcDAF12 agonist = activates DAF-12 receptor from parasite H. contortus; activation, % at 6.8 µM; actives 1.4% (n = 370,000); HEK293 hcDAF-12 lit1-tk-luc reporter, luminescence; 0% DMSO, 100% Δ7-dafachronic acid;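 active = activation above the mean of all tested compounds plus 3 SD, cut at about 5.5% in these data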;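 also: 100% = response to 3 µM Δ7-dafachronic acid high control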
DAX1 inh-2 = inhibits human nuclear receptor DAX1; AID 504766; HEK293 Gal4-DAX1 luciferase reporter, luminescence; P51843; actives 0.99% (n = 340,000); inhibition, % at 6.75 µM;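 active = inhibition above the mean over all tested compounds plus 3 SD, cut at about 4.2% in these data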;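 also: 0% = DAX1-transfected cells with DMSO and 100% = empty-vector control cells with DMSO; inhibition shows as a rise in luminescence from relieved DAX1 repression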
ssDAF-12 act = activators of S. stercoralis DAF-12 nuclear receptor; actives 1% (n = 370,000); activation, % at 6.8 µM; HEK293 ssDAF-12/GRIP1 lit1-tk-luc reporter, luminescence; % of 3 µM dafachronic acid response;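 active = activation above the mean over all tested compounds plus 3 SD, cut at about 0.9% in these data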;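 also: 0% = DMSO-only wells and 100% = 3 µM delta7-dafachronic acid wells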
GAA850 FXN act = increases GAA850 frataxin promoter reporter activity; HEK293 lucGAA850 FXN promoter luciferase reporter, 24 h; percent of 10 µM SAHA response; activation, % at 6 µM; actives 0.56% (n = 360,000);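 active = activation above the average of all compounds screened plus 3 SD, cutoff fixed separately per campaign, cut at about 7.5% in these data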;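 also: 0% = DMSO wells and 100% = 10 µM SAHA wells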
GC-B act = GC-B (human) receptor activation; P20594; HEK293-GC-B cells, CNP EC30, cGMP TR-FRET; 0% at EC30 CNP, 100% saturating CNP; activation, % at 10 µM; actives 0.11% (n = 370,000); AID 1920062;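 active = activation at 10 µM reaching about 35% in either raw or pattern-adjusted values, limit read from the data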
Target sequence (P20594 whole entry, looked up): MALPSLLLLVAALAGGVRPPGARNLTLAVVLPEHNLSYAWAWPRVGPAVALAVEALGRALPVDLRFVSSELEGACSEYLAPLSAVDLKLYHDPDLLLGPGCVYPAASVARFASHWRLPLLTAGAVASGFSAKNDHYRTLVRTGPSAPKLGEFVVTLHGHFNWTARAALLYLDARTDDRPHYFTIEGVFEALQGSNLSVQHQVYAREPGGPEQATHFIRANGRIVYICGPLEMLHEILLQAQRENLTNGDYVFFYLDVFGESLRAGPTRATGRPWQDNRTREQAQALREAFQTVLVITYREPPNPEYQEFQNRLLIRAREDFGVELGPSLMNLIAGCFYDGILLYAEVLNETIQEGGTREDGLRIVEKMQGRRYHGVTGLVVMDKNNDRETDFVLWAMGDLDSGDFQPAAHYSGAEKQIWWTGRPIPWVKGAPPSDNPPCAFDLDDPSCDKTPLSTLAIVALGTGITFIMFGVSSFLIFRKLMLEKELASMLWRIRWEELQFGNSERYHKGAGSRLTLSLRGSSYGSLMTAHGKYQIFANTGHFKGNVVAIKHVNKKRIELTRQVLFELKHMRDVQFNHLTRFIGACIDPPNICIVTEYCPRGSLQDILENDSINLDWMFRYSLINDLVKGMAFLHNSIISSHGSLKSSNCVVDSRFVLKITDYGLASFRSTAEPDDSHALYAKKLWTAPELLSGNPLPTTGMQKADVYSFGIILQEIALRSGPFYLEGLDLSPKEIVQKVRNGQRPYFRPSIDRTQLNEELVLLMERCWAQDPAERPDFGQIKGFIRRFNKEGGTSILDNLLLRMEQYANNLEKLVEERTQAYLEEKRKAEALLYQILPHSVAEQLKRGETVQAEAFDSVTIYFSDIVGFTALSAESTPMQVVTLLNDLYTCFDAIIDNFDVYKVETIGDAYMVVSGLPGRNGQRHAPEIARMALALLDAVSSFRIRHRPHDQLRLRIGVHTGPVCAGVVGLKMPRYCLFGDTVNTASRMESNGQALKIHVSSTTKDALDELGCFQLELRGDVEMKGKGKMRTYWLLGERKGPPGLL
hgDAF12 agonist = agonists of H. glycines DAF-12 nuclear receptor. AID 687014. actives 1.8% (n = 370,000). HEK293 GAL4-hgDAF12 UAS-luciferase reporter, agonist luminescence; normalized to butyrate control. activation, % at 6.8 µM;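 active = activation above a cutoff set at the mean of all screened compounds plus 3 SD, cut at about 10% in these data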;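 also: 0% = DMSO wells and 100% = sodium butyrate wells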
Numbers without * were called inactive; / = no result given. Only part of the results is shown (hit frequency here may not be typical).

entry	Structure	NPR1 activator	SMARCA2 act	DAX1 inh-1	sPLA2-III inh	ADAM10 inh	hcDAF12 agonist	DAX1 inh-2	ssDAF-12 act	GAA850 FXN act	GC-B act	hgDAF12 agonist
1	Cn1c(O)c(N=Nc2ccc(S(=O)(=O)N3CCOCC3)cc2)c(=O)n(C)c1=O	11	-3	-0.8	14	1	-2.6	0.3	-1.2	0.8	1	-6.5
2	COc1ccccc1CN1CCCC(C(=O)c2ccccc2OC)C1 (stereo not drawn)	-9	-1	1.1	-3	-7	-1.0	0.5	-1.2	-0.6	-7	0.7
3	O=C(c1ccc(N2CCCCC2)c([N+](=O)[O-])c1)N1CCC2(CC1)OCCO2	2	-2	-0.8	-3	2	-1.5	5.1*	-1.8	-0.1	-2	-1.2
4	C[C@]12CCC3C(CC[C@H]4C[C@H](O)CC[C@]34C)C1CC(=O)[C@@H]2O (stereo partly drawn)	0	5	-0.5	1	-10	-1.5	-1.1	-1.4	0.3	4	-1.3
5	O=C1NCN(c2ccccc2)C12CCN(C(c1cccs1)c1nnnn1C1CCCC1)CC2 (stereo not drawn)	-9	-3	-1.3	-4	-2	-1.9	/	-0.8	/	-9	0.9
6	CN1C2CCC1CC(OC(c1ccccc1)c1ccccc1N)C2 (stereo not drawn)	-22	3	1.4	0	5	1.5	-0.7	-1.2	-1.3	-14	-1.1
7	CN(C)c1ccc(C=C2C(=O)NC(=O)NC2=O)cc1[N+](=O)[O-]	4	1	-0.2	0	1	-0.1	-0.2	-1.1	-1.8	-1	2.2
8	CCOP(=S)(OCC)Oc1nc(Cl)c(Cl)cc1Cl	-5	-3	0.0	-1	-10	-1.6	2.2	-0.2	0.6	2	-1.3
9	NC(Cc1ccc(Cl)cc1)c1csc(Nc2ncccn2)n1 (stereo not drawn)	-5	0	1.3	3	1	0.3	/	-0.8	-6.3	-8	-2.2
10	Cc1cc(Oc2cc(NN3CCCCC3)c([N+](=O)[O-])cc2[N+](=O)[O-])ccc1[N+](=O)[O-]	-1	1	0.3	4	-12	0.1	0.8	-0.5	0.0	-1	-1.1
11	CC(=O)N1CC(=O)Nc2ccc(F)cc2C1c1ccccc1 (stereo not drawn)	8	0	-0.3	0	10	-2.8	-0.4	-0.2	-1.3	-2	-1.1
12	O=C(c1cccs1)C1CN2CCC1CC2 (stereo not drawn)	0	-1	1.0	-2	1	0.3	0.1	-0.8	-0.4	-3	3.8
13	COc1ccc(CNCCc2c[nH]c3ccccc23)c(OC)c1C	-50	-2	-0.4	-5	3	0.1	-0.7	-1.6	6.0	-12	-0.1
14	CCC1(CC)C(=O)NC(=NCCc2c[nH]c3ccccc23)NC1=O	2	-4	-0.6	2	-2	3.1	1.4	-0.7	0.1	4	3.5
15	NC(Cc1ccc(Cl)cc1)c1csc(Nc2ccccn2)n1 (stereo not drawn)	-10	-4	-1.3	9	-12	-0.4	/	-1.1	0.1	-9	-0.1
16	Cc1nonc1OCCNCCNc1ccc([N+](=O)[O-])c2cccnc12	-11	-2	0.3	-1	6	0.1	1.0	-0.5	1.3	-9	-0.5
17	CC[N+]1(C)CCCC(OC(=O)C(O)(c2ccccc2)c2ccccc2)C1 (stereo not drawn)	0	-5	0.9	10	2	2.6	0.2	-1.1	1.1	3	-1.1
18	COC(=O)C(=O)N1CC2(C)CNCC(C)(C1)C2=O	0	-2	-0.1	4	1	-0.5	1.3	-1.3	1.2	-2	1.4
19	CCC(=NCCOc1ccc(Cl)cc1)c1c(O)n(C)c(=O)n(C)c1=O	11	-5	-2.2	1	1	-3.2	-2.4	-1.8	-1.0	-4	-4.6
20	CCN1c2nc3c(C)cccn3c(=O)c2CC2(C(=O)N(C)C(=O)N(C)C2=O)C1C (stereo not drawn)	0	-1	0.4	2	-9	-2.2	-0.3	-0.7	-1.3	2	-2.0
21	CN(C(=O)Oc1ccc(Cl)c2cccnc12)c1ccccc1	-5	-1	-0.3	-3	-10	-0.1	-1.5	-2.1	-2.1	-2	-0.8
22	CC12CN3CC(C)(CN(C1)C3c1cccs1)C2 (stereo not drawn)	1	3	-1.2	2	7	-0.8	2.0	-1.9	-1.4	0	-0.6
23	COC(=O)C1=C(c2ccc(OCc3ccccc3)cc2)C[C@@H]2CC[C@H]1N2C(=O)NCc1ccc(OC)c(OC)c1	5	0	-1.3	-23	12	-3.8	-2.5	-2.3	-12	1	-4.1
24	CCC12CN3CC(CC)(CN(C1)C3c1cccnc1)C2=O (stereo not drawn)	3	0	0.2	5	7	0.0	0.1	-0.8	-2.8	0	1.7
25	C=C(C)CSc1nnc([C@@H](N)Cc2c[nH]c3ccccc23)o1	2	2	-0.4	-13	-25	-1.1	-0.5	-1.8	-1.3	-3	-0.9
26	CC12CCC(=O)C=C1CCC1C2CCC2(C)C1CCC2(O)CC#N (stereo not drawn)	2	0	-0.7	-3	-2	-0.6	1.3	-1.1	0.4	5	1.2
27	Nc1ccccc1-[n+]1c(-c2ccccc2)cc(-c2ccccc2)cc1-c1ccccc1	0	-1	-0.7	8	5	-1.3	2.4	-1.5	0.7	2	2.9
28	C[C@]12CCC(=O)C=C1CC[C@@H]1C2[C@H](O)C[C@]2(C)C(=O)CCC12 (stereo partly drawn)	4	-1	-0.2	6	0	-0.4	1.7	-1.7	-0.9	5	-0.1
29	O=C(C(=O)N1CCC2(CC1)OCCO2)c1c[nH]c2ccccc12	0	-3	-0.1	5	1	2.1	1.5	-0.6	2.7	-5	-0.7
30	Cc1cccc(OP(=O)(Nc2ccc(F)cc2)Oc2cccc(C)c2)c1	-9	-4	0.2	-22	20	0.0	-1.0	-1.7	-0.3	-5	-1.2
31	Cc1cc(/C=C2/C(=O)NC(=O)N(C)C2=O)c(C)n1-c1ccccc1	-3	1	1.2	-3	4	0.4	0.6	-0.9	3.6	-2	1.6
32	O=C(N/N=C/c1c(O)n(C2CC2)c(=S)[nH]c1=O)c1ccccc1O	-2	6	1.0	-1	-12	3.2	-1.7	-1.3	4.1	-10	4.1
33	CCOP(=O)(OCC)C(NC(=O)NC)C(N)=O (stereo not drawn)	-1	0	0.2	3	-8	-1.0	0.0	-1.2	-0.7	2	0.6
34	CCCCCCC(N)CC(=O)O (stereo not drawn)	-1	5	-0.9	2	10	-1.0	1.2	-0.9	-2.1	5	-2.4
35	c1ccc2c(c1)CNc1ccccc1O2	0	-1	0.3	1	-5	-1.1	1.5	-0.8	2.2	6	-2.6
36	CN(C)c1ccc(-[n+]2c(-c3ccccc3)cc(-c3ccccc3)cc2-c2ccccc2)cc1	-41	-11	-3.6	22*	-6	-4.6	/	-2.6	-15	-18	-14

Looked up one by one from the list above, 4 records:
entry	Structure	NPR1 activator	SMARCA2 act	DAX1 inh-1	sPLA2-III inh	ADAM10 inh	hcDAF12 agonist	DAX1 inh-2	ssDAF-12 act	GAA850 FXN act	GC-B act	hgDAF12 agonist
30	Cc1cccc(OP(=O)(Nc2ccc(F)cc2)Oc2cccc(C)c2)c1	-9	-4	0.2	-22	20	0.0	-1.0	-1.7	-0.3	-5	-1.2
29	O=C(C(=O)N1CCC2(CC1)OCCO2)c1c[nH]c2ccccc12	0	-3	-0.1	5	1	2.1	1.5	-0.6	2.7	-5	-0.7
7	CN(C)c1ccc(C=C2C(=O)NC(=O)NC2=O)cc1[N+](=O)[O-]	4	1	-0.2	0	1	-0.1	-0.2	-1.1	-1.8	-1	2.2
10	Cc1cc(Oc2cc(NN3CCCCC3)c([N+](=O)[O-])cc2[N+](=O)[O-])ccc1[N+](=O)[O-]	-1	1	0.3	4	-12	0.1	0.8	-0.5	0.0	-1	-1.1

Other entries follow:
entry	Structure	NPR1 activator	SMARCA2 act	DAX1 inh-1	sPLA2-III inh	ADAM10 inh	hcDAF12 agonist	DAX1 inh-2	ssDAF-12 act	GAA850 FXN act	GC-B act	hgDAF12 agonist
37	Cc1c(C)c2ccc(OCC(=O)N3C[C@H]4C[C@@H](C3)c3cccc(=O)n3C4)cc2oc1=O	-2	-1	-1.0	-1	-229	-1.3	1.5	-0.8	-0.1	1	1.6
38	C/C=C(\C)C(=O)N[C@@H](c1ccccc1)[C@@H](O)C(=O)O[C@H]1C[C@@]2(O)[C@@H](OC(=O)c3ccccc3)C3[C@](C)(C(=O)[C@H](O)C(=C1C)C2(C)C)[C@@H](O)C[C@H]1OC[C@@]31OC(C)=O (stereo partly drawn)	3	-1	-3.8	-8	-13	-1.4	-5.3	-2.0	-8.1	0	-1.6
39	Cc1ccc(C2=NCC(=O)N(CC(=O)N3CCCCC3)c3sc(C)c(C)c32)cc1	-2	0	-0.7	1	0	-1.3	1.6	-1.7	-2.7	0	-2.4
40	CCOC(=O)[C@]12Cc3c(cc(OC)c(OC)c3OC)[C@H]1N(CCC(=O)OC)C(=O)c1ccccc12	-9	2	2.4	3	2	-1.2	/	-0.9	/	-7	0.0
41	CCCCn1nnnc1C(CCc1ccccc1)N1CCC(n2c(=O)[nH]c3ccccc32)CC1 (stereo not drawn)	1	-3	-1.6	-9	-7	-1.6	/	-0.7	/	2	-3.4
42	C[C@]12CCC3C(CC[C@H]4C[C@H](O)CC[C@]34C)C1C[C@@H](O)[C@@H]2O (stereo partly drawn)	4	-2	-0.3	-1	-10	-1.3	0.4	-1.2	0.1	3	0.5
43	Cc1ccc(C2=CCNCC2)cc1	-3	-6	0.5	18	-9	-0.3	-1.2	-1.0	2.6	1	1.6
44	Cc1c(OC(=O)N(C)C)ccc2c1O/C(=C\c1ccco1)C2=O	2	8.2*	0.4	-4	-4	-2.6	3.7	-0.9	0.5	-1	1.7
45	CCOC(=O)C(C)Oc1cc(C)cc2oc(=O)c3c(c12)CCCC3 (stereo not drawn)	17	-4	-2.4	-3	-67	-1.3	-0.7	-0.6	1.4	16	1.2
46	COc1ccc(OC(=O)N(C)C[C@@H]2OCc3cnnn3CCCC(=O)N([C@H](C)CO)C[C@@H]2C)cc1	-1	-2	1.5	6	-6	-0.8	2.0	-1.1	-0.3	0	-1.6
47	CCCCCC1(C(C)C)C(=O)NC(=S)NC1=O	3	-3	-1.2	9	-13	0.5	0.3	-1.5	-1.0	0	1.4
48	C=CCNC(=S)N1Cc2cc(Br)ccc2-n2nncc2C1	0	-3	-0.7	9	1	-0.2	/	-1.5	/	-3	3.9
49	CN1C(=O)C(=Cc2ccccc2OS(=O)(=O)c2ccccc2)C(=O)N(C)C1=O	5	0	0.3	13	-12	0.2	-0.1	-1.0	3.3	-1	0.2
50	COc1cc2c3c(c1OC)Oc1ccc(cc1)C[C@H]1c4c(cc(OC)c(OC)c4Oc4ccc(cc4)C[C@@H]3N(C)CC2)CCN1C	0	6	1.5	-9	-4	-1.9	-0.1	-1.3	-9.4	7	-0.6
51	O=C1c2ccccc2-n2nnnc2C2c3ccccc3-n3nncc3CN12 (stereo not drawn)	-2	1	0.3	6	4	-0.8	/	-1.5	/	4	-3.7
